BoNT-F LC inh – inhibitors of Botulinum neurotoxin F light chain protease; inhibition, % at 10 µM; Multiplex microsphere protease cleavage assay, flow cytometry; AID 588497; 360,000 tested, 0.22% active; in the data active = inhibition above about 35%, passing the limit was not always enough; inconclusive = no clear call, values can overlap the other calls; also: plate controls were buffer without enzyme for full effect and enzyme alone for no effect
Rv3671c inh – Rv3671c (M. tuberculosis) protease inhibition | P9WHR9 | inhibition, % at 5.96 µM | 320,000 tested, 0.048% active | AID 2606; in the data active = inhibition above about 38%;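 also: extracellular domain of Rv3671c used as enzyme; 0% = enzyme with DMSO and 100% = no enzyme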
GDH-TPI counter – inhibits GDH-TPI coupling enzymes, artifact for Mtb FBA screen; GDH-TPI coupled enzyme counterscreen, NADH absorbance; inhibition, % at 4.8 µM; 360,000 tested, 1.2% active; AID 588335; in the data active = inhibition above about 30%;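 also: 0% = DMSO wells and 100% = wells lacking the enzyme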
FadD28 FP inh – inhibitors of Mycobacterium tuberculosis FadD28 bisubstrate binding; 360,000 tested, 0.22% active; FadD28 bisubstrate probe binding, fluorescence polarization; inhibition, % at 12.5 µM; in the data active = inhibition above about 8.5%, passing the limit was not always enough; inconclusive = no clear call, values can overlap the other calls
Mtb BioA inh – inhibitors of Mycobacterium tuberculosis BioA enzyme | 360,000 tested, 0.096% active | inhibition, % at 9.99 µM | purified M. tuberculosis BioA enzyme, plate reader | AID 602481; in the data active = inhibition above about 40%; inconclusive = no clear call, values can overlap the other calls
MazEF act – MazEF (E. coli) toxin RNase activation | activation, % at 20 µM | AID 504720 | FAM/BHQ RNA-DNA oligo cleavage fluorescence, 5 h | 350,000 tested, 0.32% active; in the data active = activation above about 50%
Target sequence (P0AE70 whole entry, looked up): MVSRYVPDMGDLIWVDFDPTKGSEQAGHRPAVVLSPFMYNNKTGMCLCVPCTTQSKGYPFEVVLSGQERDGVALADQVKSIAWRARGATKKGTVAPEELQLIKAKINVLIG
Mtb UGM inh – Mtb UDP-galactopyranose mutase inhibition; P9WIQ1; purified UGM, fluorescence polarization probe displacement; inhibition, % at 10 µM; 320,000 tested, 0.06% active; in the data active = inhibition above about 10%, passing the limit was not always enough; inconclusive = no clear call, values can overlap the other calls
Target sequence (P9WIQ1 whole entry, looked up): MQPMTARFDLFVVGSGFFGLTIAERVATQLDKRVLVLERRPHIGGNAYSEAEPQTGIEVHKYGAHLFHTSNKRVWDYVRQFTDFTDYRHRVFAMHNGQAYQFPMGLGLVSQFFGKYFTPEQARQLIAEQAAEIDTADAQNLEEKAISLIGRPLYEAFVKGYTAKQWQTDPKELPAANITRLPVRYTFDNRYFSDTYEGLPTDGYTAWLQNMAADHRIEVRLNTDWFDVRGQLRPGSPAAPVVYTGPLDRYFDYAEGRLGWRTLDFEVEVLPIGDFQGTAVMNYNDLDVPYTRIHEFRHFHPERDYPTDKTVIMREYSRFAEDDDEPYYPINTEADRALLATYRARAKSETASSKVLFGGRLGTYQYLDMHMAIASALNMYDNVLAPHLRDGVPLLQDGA
PrPC TRFRET – reduces human prion protein on the cell surface; P04156; AID 720596; inhibition, % at 13.8 µM; 370,000 tested, 0.43% active; cell surface PrPC, TR-FRET read-out; in the data active = inhibition above about 24%; also: 0% = median of the test wells and 100% = reference compound wells
FBA Mtb inh – Mtb fructose-bisphosphate aldolase inhibition; P9WQA3; purified M. tuberculosis FBA, fluorescence read-out; inhibition, % at 1 µM; 360,000 tested, 2.3% active; in the data active = inhibition above about 27%;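 also: 0% = vehicle and 100% = reference inhibitor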
Target sequence (P9WQA3 whole entry, looked up): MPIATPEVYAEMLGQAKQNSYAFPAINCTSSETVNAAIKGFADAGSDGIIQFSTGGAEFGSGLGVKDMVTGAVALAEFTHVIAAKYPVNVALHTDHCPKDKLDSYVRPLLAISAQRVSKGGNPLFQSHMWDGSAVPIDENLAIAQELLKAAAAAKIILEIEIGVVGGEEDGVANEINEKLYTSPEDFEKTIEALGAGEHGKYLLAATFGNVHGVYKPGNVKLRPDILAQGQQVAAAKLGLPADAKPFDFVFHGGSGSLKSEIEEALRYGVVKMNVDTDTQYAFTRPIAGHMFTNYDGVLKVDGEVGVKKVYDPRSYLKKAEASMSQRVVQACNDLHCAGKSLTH
Active calls of the source: *; ? = inconclusive; · = no result given.

Screens in order: BoNT-F LC inh, Rv3671c inh, GDH-TPI counter, FadD28 FP inh, Mtb BioA inh, MazEF act, Mtb UGM inh, PrPC TRFRET, FBA Mtb inh
> Cc1ccc(CCNC(=O)c2nnn(-c3cc(C)cc(C)c3)c2N)cc1
  -25, 9, 5, -0.1, 0.4, -3, 1.3, 2, 2
> CC(C(=O)Nc1ccc2c(c1)OCO2)n1cnc2c1c(=O)n(C)c(=O)n2C (stereo not given)
  -6, -2, 3, -0.2, 2.6, 11, 2.2, 4, -1
> CC1CCN(CCOCCOc2ccccc2Br)CC1
  3, -3, 2, -2.6, 0.8, 3, -1.9, 3, 3
> CCOC(=O)c1sc(SC)c(C(C)=O)c1C
  0, 2, 17, 3.0, -1.2, 7, 0.3, -9, 8
> Cc1nc(C(=O)NCCCO)cc2c1[nH]c1ccccc12
  ?, -16, 6, -2.3, ·, -4, -0.8, -2, 19
> Nc1[nH]ncc1-c1ccccc1
  -2, -7, -2, -0.4, ·, -12, 1.1, 9, -4
> Cc1cc(C)c(NC(=O)CS(=O)CC(=O)N2CCN(c3cccc(C)c3C)CC2)c(C)c1 (stereo not given)
  1, 7, 11, -0.1, 1.0, 4, 3.7, 4, 1
> Cc1ccc(C(=O)Nc2ccc3c(c2)OCO3)cc1
  -24, 7, 0, -4.1, -0.3, 10, -4.2, 9, -1
> O=S(=O)(c1ccc(Br)cc1Cl)N1CCN(CCO)CC1
  0, -10, 0, -0.3, -1.4, 1, -1.0, -1, 2
> CC(C)CN(C(=O)COC(=O)CCc1nc2ccccc2s1)c1c(N)n(Cc2ccccc2)c(=O)[nH]c1=O
  10, 3, -8, -1.1, -1.3, -2, -6.4, -2, 0
> COc1ccc(NC(=O)Nc2ccccc2SC)cc1
  4, -11, 0, -5.0, 1.8, 9, -2.1, 9, 2
> CCOc1cccc(/C=N/NC(=S)NCCN2CCOCC2)c1O
  -1, 3, 4, -2.8, ·, 1, 0.1, -7, -1
> COc1cccc(/C=C2\SC(=S)N(CC3CCCO3)C2=O)c1 (stereo not given)
  -11, -10, 16, -0.4, ·, -6, -1.0, -2, 2
> COc1ccccc1NC(=O)NNC(=O)c1ccncc1
  -4, ·, 11, -3.8, -0.3, 1, ·, 0, -4
> Cc1ccnc(NC(=O)c2cccc(OC(F)F)c2)n1
  -9, 0, -5, 0.2, 0.2, 8, 0.5, -3, -1
> CC[C@@H](CO)NC(=O)[C@@H]1C=C2c3cccc4[nH]cc(c34)C[C@H]2N(C)C1
  -171, ·, -6, -2.1, -5.8, -62, ·, -49, 128*
> OCC[C@@H]1C[C@H](O)[C@@H](O)[C@]2(OCc3ccc4ccccc4c32)O1
  4, ·, 9, 1.5, -0.5, 7, ·, -9, 1
> COc1ccccc1OCC(=O)Nc1ccccc1C(=O)NCc1cccnc1
  -20, -1, 0, -0.1, -1.1, -21, -1.8, 5, -1
> COc1cc(-c2cc(C(=O)Nc3ccc(S(=O)(=O)Nc4ncccn4)cc3)c3ccccc3n2)cc(OC)c1OC
  -2, -15, -8, -27, ·, 6, -0.5, 2, -8
> C/C(Cn1cnc([N+](=O)[O-])n1)=N\NC(=O)c1ccc(F)cc1
  9, -3, -4, -3.6, 2.2, 0, 0.7, 0, 5
> COc1ccc(CN2CCN(C(=O)c3ccc4c(c3)CCC4)CC2)cc1OC
  -9, -7, -4, -0.4, 1.3, -4, 3.7, -5, 1
> CN(C(=O)CSc1nnc(Cc2ccccc2F)n1N)C1CCCCC1
  5, 0, -4, -0.1, ·, 10, 0.2, 1, 0
> COCCN1Cc2cccc(C(=O)Nc3c(C)cc(C)cc3C)c2C1=O
  -5, -11, 8, -1.0, 0.9, 4, -2.1, -1, -3
> CCOc1cc(CN2CCOCC2)cc(C(C)=O)c1
  -4, -10, 10, -1.5, 4.4, -2, -0.8, -1, 2
> O=C(CCS(=O)(=O)c1ccc(F)cc1)Nc1nnc(-c2ccco2)o1
  2, -1, -6, -0.8, ·, 9, -0.6, -3, -3
> CS(=O)(=O)N1CCN(CCN2C(=O)c3cccc4cccc(c34)C2=O)CC1
  -11, 13, 18, -1.6, ·, 13, -0.1, -18, 0
> O=C(Nc1cccnc1)c1cc(-c2ccc(Br)cc2)on1
  -4, -3, 2, -3.7, 2.2, -58, -2.8, -4, 2
> Cc1ccc(Cl)cc1N1CCN(S(=O)(=O)c2cnc[nH]2)CC1
  5, 1, 0, 0.6, -0.6, -6, -0.9, 9, 2
> C=CCNC(=O)NC(=O)COC(=O)[C@H](C)NS(=O)(=O)c1c(C)c(C)cc(C)c1C
  -10, -1, 4, -5.7, ·, 3, -1.6, 3, 1
> COc1cccc(COc2ccc3c(C)cc(=O)oc3c2)c1
  -2, -14, 12, 0.0, -1.5, -3, -1.7, 0, 4
> CCS(=O)(=O)N1CCN(C(=O)CCC2CCCC2)CC1
  4, -10, 14, -0.7, 0.5, 7, -2.1, -1, -4
> CCCn1cc(CN2CCC(N3CCC(C(=O)N4CCOCC4)CC3)CC2)c(C)n1
  -4, 1, -3, -2.7, -0.2, 0, ·, -7, 3
> COc1ccc(CCn2c(O)c(/C=N/NC(=O)c3ccncc3)c(=O)[nH]c2=O)cc1OC
  -3, 0, 23, -2.4, ·, 3, -1.9, -3, 4
> Cc1ccc2cc(CN(Cc3ccco3)C(=O)C3CCCCC3)c(=O)[nH]c2c1C
  0, 13, -4, -0.2, ·, 37, -0.9, 0, 0
> C/C(=N/NC(=O)c1ccco1)c1ccc(Br)s1
  -4, ·, 43*, ·, -1.2, 3, -0.2, -4, -1
> Cc1cc(C)cc(C(=O)NC(=S)Nc2ccc3[nH]c(=O)[nH]c3c2)c1
  14, -7, 19, -1.1, -1.6, 2, 0.5, -1, 0
> CCN(CC)CCCNC(=S)N(CCO)Cc1cc2cc3c(cc2[nH]c1=O)OCCO3
  ?, -1, 20, -0.2, -1.1, 6, -0.5, -7, 24
> CC(C)CCOc1ccc(C(=O)NN2C(=O)NC3(CCCCC3)C2=O)cc1
  ·, -3, -3, -0.9, 0.2, 6, -1.2, 8, -4
> CN1CCCN(C(=O)c2cc(-c3cccc4ccccc34)nc3ccccc23)CC1
  2, 20, 18, -1.6, -0.8, 5, -1.0, -13, 12
> CCCCOc1nc2ccccc2nc1NS(=O)(=O)c1ccc(F)cc1
  8, -20, 5, -0.1, -1.1, -22, 0.3, 11, 2
> N#Cc1ccc(C(=O)OCC(=O)N2CCOCC2)cc1
  -4, -2, 6, -0.8, ·, 4, -0.4, -4, 2
> Cc1ccc(N2CC(C(=O)Nc3cc(C(F)(F)F)ccc3N3CCCC3)CC2=O)cc1 (stereo not given)
  ·, 6, -1, -1.2, ·, 0, ·, -5, 4
> NC(=O)C1CCN(S(=O)(=O)Cc2ccccc2Cl)CC1
  1, 7, 1, -2.0, 0.6, -11, 1.5, -3, 4
> Cc1ccc(NC(=O)CCCOc2ccccc2)cc1S(=O)(=O)N1CCOCC1
  -1, -14, -3, -3.5, -0.1, -7, 1.4, 5, -2
> Cc1cc(/C=C2\C(=O)NC(=O)N(c3ccc(Cl)cc3)C2=O)c(C)n1-c1sc2c(c1C#N)CCCC2
  0, -19, 6, 1.4, ·, -38, -1.3, 10, 0

The list goes on (five carried over from the part before).
structure	BoNT-F LC inh	Rv3671c inh	GDH-TPI counter	FadD28 FP inh	Mtb BioA inh	MazEF act	Mtb UGM inh	PrPC TRFRET	FBA Mtb inh
N#Cc1ccc(C(=O)OCC(=O)N2CCOCC2)cc1	-4	-2	6	-0.8	·	4	-0.4	-4	2
Cc1ccc(N2CC(C(=O)Nc3cc(C(F)(F)F)ccc3N3CCCC3)CC2=O)cc1 (stereo not given)	·	6	-1	-1.2	·	0	·	-5	4
NC(=O)C1CCN(S(=O)(=O)Cc2ccccc2Cl)CC1	1	7	1	-2.0	0.6	-11	1.5	-3	4
Cc1ccc(NC(=O)CCCOc2ccccc2)cc1S(=O)(=O)N1CCOCC1	-1	-14	-3	-3.5	-0.1	-7	1.4	5	-2
Cc1cc(/C=C2\C(=O)NC(=O)N(c3ccc(Cl)cc3)C2=O)c(C)n1-c1sc2c(c1C#N)CCCC2	0	-19	6	1.4	·	-38	-1.3	10	0
Cc1nc2c3ccccc3nc(NNC(=O)CCC(=O)NC(C)C)n2n1	-1	4	-4	-3.4	·	6	1.9	7	-1
CO/N=C/CC(=O)c1ccc(-c2ccccc2)cc1	0	-20	1	-1.6	·	-1	-0.3	-5	0
O=C(O)CCCC(=O)Nc1nc2n(n1)C(c1ccc(F)cc1)CC(c1ccc(Cl)cc1)N2 (stereo not given)	7	7	2	0.2	·	-4	-0.4	7	10
Fc1ccc2c(c1)C(c1ccncc1)=NNC(c1ccccc1)=N2	-3	3	-3	-2.0	·	-2	-0.4	2	-2
O=C(N/N=C/C=C/c1ccccc1)C1CC1c1ccccc1 (stereo not given)	-11	-3	8	-1.9	-1.6	11	-0.3	-7	-3
COc1ccc(CNS(=O)(=O)c2ccc(-n3cnnn3)c(OC)c2)cc1	-11	4	-6	-1.1	-0.4	4	-0.8	8	-2
Cc1ccc(CS(=O)Cc2ccc(C(=O)NCc3cccs3)o2)cc1 (stereo not given)	0	-5	-11	-2.9	2.6	12	1.3	-2	-8
O=C(/C=C/c1ccc([N+](=O)[O-])cc1)OCC(=O)N1CCCC1	-2	-6	20	-0.7	-0.6	-10	5.9	-21	4
Cc1cc(NC(=O)CS(=O)c2cn(Cc3cccc(Cl)c3)c3ccccc23)no1 (stereo not given)	4	·	-2	-6.1	-0.5	·	·	5	-4
CCOC(=O)c1c(SCc2ccccc2)n[nH]c1N	?	-4	-8	-3.2	0.7	-7	0.1	8	-1
CC(=O)NC(CCc1ccc(Cl)c(Cl)c1)c1cccc(O)c(=O)c1 (stereo not given)	0	·	12	-1.0	3.2	-6	·	20	0
O=C(CSc1ncnc2sccc12)NC1CCS(=O)(=O)C1 (stereo not given)	-1	-1	13	-2.3	3.3	4	-1.3	-1	1
O=C(c1cc(-c2ccccc2)nc2ccccc12)N1CCCC1	-3	0	-5	-4.2	-0.2	16	-0.7	-3	3
CCOC(=O)c1ccc(NC(=O)c2ccccc2C)cc1	-15	-9	-3	-1.0	·	-6	1.3	1	-2
CC(=O)NC(=S)Nc1cccc([N+](=O)[O-])c1	0	1	8	-0.3	·	-4	-0.6	-23	0
C#CCOCCOCCOCCNc1nc(N2CCN(C(=O)[C@H](C(C)C)n3cc(CCO)nn3)CC2)nc(N2CCN(C(=O)[C@H](Cc3ccc(O)cc3)n3cc(CCO)nn3)CC2)n1	-5	·	-3	-1.5	0.3	5	·	-10	-1
COc1ccc(NC(=O)C2CCC(C(C)(C)C)CC2)cc1S(=O)(=O)N1CCCCC1 (stereo not given)	-4	-12	9	-0.6	·	-8	-0.5	-1	0
CN1CCN(C(=O)c2cc(Br)cn2C)CC1	30	-3	-15	-2.5	5.6	2	-2.0	5	-1
C/C(=N/Nc1ccnc2cc(Cl)ccc12)c1ccc(O)cc1	-10	14	11	-3.0	-2.5	14	-2.9	-8	2
O=C(Nc1ccc(Br)cc1)c1cccc(N2C(=O)C3CCCCC3C2=O)c1 (stereo not given)	-1	-2	-1	-5.7	2.5	-4	-0.7	-2	-2
CCN1C(=O)N(CC)C2C1N(CO)C(=O)N2CO (stereo not given)	1	-7	3	-1.0	·	7	0.4	3	1
